Vif-APOBEC3G blk: qHTS for Inhibitors of Vif-A3G Interactions: qHTS; DNA dC->dU-editing enzyme APOBEC-3G (Homo sapiens), Q9HC16; HeLa A3G-eYFP + Vif (tagged APOBEC3G with the HIV-1 protein that degrades it), YFP fluorescence, overnight; Potency, µM (highest dose often 46.1 µM), inactives show at the top dose activity, negative = active, most hits filed as inhibitors; hit rate 0.076% among 410,000;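 note: potency is the fitted concentration of half-maximal effect; % is set by controls: 0 for no effect and ±100 for the full control effect; nearly all actives have a fitted effect of over 60% in size; hits raise eYFP signal because A3G escapes Vif-driven loss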
Target sequence (Q9HC16 whole entry, looked up): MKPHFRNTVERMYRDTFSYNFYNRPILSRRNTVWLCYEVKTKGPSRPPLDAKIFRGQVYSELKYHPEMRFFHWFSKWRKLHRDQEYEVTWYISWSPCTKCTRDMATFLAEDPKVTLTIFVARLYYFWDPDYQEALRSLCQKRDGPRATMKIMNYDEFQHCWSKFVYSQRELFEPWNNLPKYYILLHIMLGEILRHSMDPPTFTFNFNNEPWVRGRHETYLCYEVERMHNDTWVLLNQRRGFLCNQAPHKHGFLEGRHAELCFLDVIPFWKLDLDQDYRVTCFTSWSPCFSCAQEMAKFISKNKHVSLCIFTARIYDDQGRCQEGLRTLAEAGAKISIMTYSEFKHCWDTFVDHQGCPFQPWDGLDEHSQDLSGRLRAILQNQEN
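HeLa cells stably expressing Vif and C-terminally eYFP-tagged A3G, seeded overnight at 37 deg C, then exposed to compound by pintool overnight at 37 deg C. Rise in yellow fluorescence (Ex 488/Em 500-530, Acumen) marks blocked Vif-driven A3G degradation.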
D2 antagonist: HTS Assay for Allosteric Antagonists of the Human D2 Dopamine Receptor: Primary Screen for Antagonists; HEK293 TREx D2 cells, calcium flux, dopamine EC80; hit rate 2% among 340,000; inhibition, % at 10 µM; in the data active = inhibition above about 30%; note: 0% is about no effect
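In this primary screen, negative modulation is detected by tracking calcium flux after an EC80 dopamine challenge in inducible HEK293 T-REx D2 cells preexposed to test compound for 180 s.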
GRP78 ERSR act: qHTS for Inducers of the Endoplasmic Reticulum Stress Response (ERSR) in Human Glioma: qHTS; AID 602332, 2012; Potency, µM, for inactives: top-dose activation, most hits filed as activators; hit rate 0.02% among 420,000; U87-MG GRP78 promoter luciferase reporter, 16 h; note: potency is the fitted concentration of half-maximal effect; series mostly up to about 76 µM; % of control where 0% means no effect; nearly all actives have a fitted effect of over 35% in size
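ERSR induction read as luciferase luminescence (Bright-Glo, 10 min at room temperature) in stably transfected human U87-MG glioma cells exposed to compounds for 16 h, using GRP78 as sensor.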
ERG-DNA inh: qHTS for Small Molecule Inhibitors of the ERG Ets/DNA interaction; Transcriptional regulator ERG (Homo sapiens), P11308; fluorescence polarization, His-ERG Ets domain / labelled DNA; Potency, µM (doses to about 76.9 µM), for the others: top-dose FP activity, negative = inhibition, hits mostly inhibitors; hit rate 0.028% among 370,000; active = well fitted inhibition curve with a large enough effect in the polarisation, with a control signal flat; inconclusive = small, poorly fitted or top-dose-only effect, or effect the other way, or a change in a side signal; inactive = no such curve, though single readings can be large or run the other way; the % refers to the polarisation;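 note: polarization taken with two DNA probes labelled with fluorescein and Texas red; potency is the fitted concentration of half-maximal effect; % of control where 0% means no effect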
Target sequence (P11308 whole entry, looked up, the tested form may be a part): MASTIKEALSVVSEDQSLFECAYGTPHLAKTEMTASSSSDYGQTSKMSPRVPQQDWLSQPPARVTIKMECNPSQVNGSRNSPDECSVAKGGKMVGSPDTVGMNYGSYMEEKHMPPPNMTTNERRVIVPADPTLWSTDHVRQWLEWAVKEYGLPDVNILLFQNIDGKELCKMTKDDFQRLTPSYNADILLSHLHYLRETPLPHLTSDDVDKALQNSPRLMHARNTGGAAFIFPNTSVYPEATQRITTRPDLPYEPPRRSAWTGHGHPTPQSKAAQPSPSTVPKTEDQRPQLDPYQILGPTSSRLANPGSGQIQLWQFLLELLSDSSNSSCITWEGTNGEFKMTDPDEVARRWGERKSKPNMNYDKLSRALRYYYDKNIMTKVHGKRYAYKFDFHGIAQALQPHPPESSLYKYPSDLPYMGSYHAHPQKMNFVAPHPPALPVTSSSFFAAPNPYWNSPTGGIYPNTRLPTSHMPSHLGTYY
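His-tagged ERG Ets domain (1 uM in the protein solution; 300mM KCl, 50mM Tris-HCl, 1mM EDTA, 1mM DTT, pH 7.5) received compound, then a probe mix of 5 nM fluorescein-DNA and 100nM Texas-615-DNA. Fluorescence polarization was read for both dyes.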
RGS4 inh: Inhibitors of Regulator of G Protein Signaling (RGS) 4: qHTS. Regulator of G-protein signaling 4 (Homo sapiens), P49798. Transcreener GDP fluorescence polarization, RGS4-accelerated GTP hydrolysis. Potency, µM (doses to about 114 µM), without a hit: at the top dose activity change, negative = inhibition, usual class: inhibitors. hit rate 0.039% among 390,000. AID 504845, 2011; note: potency is the fitted concentration of half-maximal effect; % is set by controls: 0 for no effect and ±100 for the full control effect; nearly all actives have a fitted effect of over 75% in size; some results filed as inactive show a strong effect at the top dose
Target sequence (P49798 whole entry, looked up): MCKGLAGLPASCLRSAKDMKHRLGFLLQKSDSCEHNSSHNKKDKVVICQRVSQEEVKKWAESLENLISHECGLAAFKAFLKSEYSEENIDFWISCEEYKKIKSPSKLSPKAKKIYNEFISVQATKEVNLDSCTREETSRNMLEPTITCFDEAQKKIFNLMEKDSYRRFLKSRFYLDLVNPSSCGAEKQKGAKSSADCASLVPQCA
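MLSMR compounds (23 nl, pin-transferred) preincubated 10 min at room temperature with a 500nM (2x) first reagent, then RGS4 at 900nM (2x) plus Transcreener GDP mix added; fluorescence polarization (620/688 nm) read before and after 90 min at 30 °C.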
ALOX12 inh: Primary qHTS assay for inhibitors of human arachidonate 12S-lipoxygenase (ALOX12): Round 2. purified 12hLO, xylenol orange hydroperoxide absorbance. hit rate 1.1% among 580,000. Potency, µM (highest dose often 108 µM), for inactives: at the highest dose activity change, negative = inhibition, usual class: inhibitors. AID 1671190, 2021; note: potency is the fitted concentration of half-maximal effect; % is set by controls: 0 for no effect and ±100 for the full control effect
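Hydroperoxide product was detected by ferrous iron/xylenol orange as the 573 to 405 nm absorbance ratio. Arachidonic acid at 40 uM (final) was turned over for 30 min at room temperature by 150 nM human 12hLO, pH 7.0 Hepes buffer, after 15 min compound preincubation.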
D2 ag: HTS Assay for Allosteric Agonists of the Human D2 Dopamine Receptor: Primary Screen for Agonists; D(2) dopamine receptor (Homo sapiens), P14416; HEK293 T-REx D2 cells, calcium flux agonist mode; hit rate 0.53% among 340,000; activation, % at 2 µM; AID 485358, 2010;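 active = activation over 3 SD above normal in the single-dose calcium agonist read, cut at about 30% in these data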; note: 0% is about no effect
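In this primary screen, compounds producing a positive calcium signal within 180 s of addition to tetracycline-induced, force-coupled HEK293 Trex D2 cells are flagged; cells are dye-loaded with a no-wash calcium kit beforehand.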
Vif-A3F inh: qHTS for Inhibitors of Vif-A3F Interactions: qHTS | HeLa A3F-eYFP + Vif (tagged APOBEC3F with the HIV-1 protein that degrades it), YFP fluorescence increase | Potency, µM (doses to about 46.1 µM), for inactives: at the top dose activity, negative = active | AID 602313, 2012 | hit rate 0.2% among 390,000; note: potency is the fitted concentration of half-maximal effect; % of control where 0% means no effect; nearly all actives have a fitted effect of over 65% in size
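Fluorescence increase (Ex 488/Em 500-530) after overnight compound treatment at 37 deg C flags inhibition of Vif-driven A3F-eYFP loss in stable HeLa A3F-eYFP/Vif cells seeded overnight beforehand.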
LDHA inh: qHTS assay for inhibitors of human lactate dehydrogenase | L-lactate dehydrogenase A chain (Homo sapiens), P00338 | purified LDHA, NADH/diaphorase-resazurin fluorescence; active compounds read low | activity change, % (values are at about 110 or 230 µM) | hit rate 0.15% among 480,000; in the data active = activity change below about -30%; inconclusive = mostly about -25% to -30%;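 note: plate controls were DMSO wells for no effect and wells without enzyme for full effect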
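Resorufin fluorescence (ex540/em590), read at 0 and 20 min after diaphorase/resazurin addition, reports the NADH left after a 5 min room-temperature reaction of 2 nM human LDH5 with 0.06 mM NADH and 0.2 mM pyruvate.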
Numbers without * were called inactive; ? = inconclusive; . = no result given; [ ] = dose if it differs, or a comment. Unless noted, calls come from the whole dose curve; as a rule, active = well fitted curve in the direction sought with a large enough effect; inconclusive = small, poorly fitted or top-dose-only effect, or another doubt; inactive = no such curve, though single readings can be large; an effect the other way counts as inactive or inconclusive. These rows are one share of the data; rates above refer to the full screens.

SMILES	Vif-APOBEC3G blk	D2 antagonist	GRP78 ERSR act	ERG-DNA inh	RGS4 inh	ALOX12 inh	D2 ag	Vif-A3F inh	LDHA inh
CCCCn1c(N)c(N(CCOC)C(=O)COC(=O)/C=C/c2ccc(Br)cc2)c(=O)[nH]c1=O	4%	16	-4%	18%	-28%	3%	0.0	-9%	-2
Cc1nnsc1C(=O)N1CCC(CO)(Cc2ccccc2Cl)CC1	0%	5	-2%	-3%	-18%	15%	1.4	8%	-9
CCN(CC)S(=O)(=O)c1cc(C(=O)Nc2cc(C)on2)ccc1Cl	4%	11	-3%	9%	-23%	-5%	-0.5	-15%	2
CCOC(=O)c1ccc(NC(=O)CSc2nc(SC)ns2)cc1	-6%	10	-1%	-5%	-43%	0%	-0.1	0%	4
CCC(C)(C)NC(=O)CN(C(=O)CCC(=O)Nc1ccccn1)c1ccc2c(c1)OCO2	1%	8	-4%	9%	-5%	-2%	0.5	1%	-2
Cc1ccc(C(=O)/C=C/Nc2cccc([N+](=O)[O-])c2)o1	0%	6	0%	7%	-8%	-15%	-0.5	1%	-7
Cc1ccc(N=C2NC(=O)/C(=C\c3ccsc3)S2)c(C)c1	-12%	-3	-1%	10%	-22%	-24%	-0.2	-3%	2
Fc1ccc(Nc2cncc(-c3ccsc3)c2)cc1Cl	-7%	.	3%	.	.	40µM*	.	.	14
Cn1c(N)c(C#N)c2c(c1=S)CSC(C)(C)C2	3%	1	-3%	-6%	5%	-22%	0.7	.	5
COc1ccc(C2C3=C(CC(C)(C)CC3=O)Nc3c2c(=O)[nH]c(=O)n3Cc2ccccc2)cc1 (stereo not given)	-12%	13	2%	13%	2%	-21%	3.0	-1%	2
CC1(C)c2[nH]c3ccccc3c2C[C@@H]2C(=O)N(Cc3ccccc3Cl)C(=O)N21	2%	.	-4%	.	19%	-65%	.	-8%	-10
Cc1cccc(NC(=O)c2nc[nH]c2C(=O)NCCCCCNC(=O)OC(C)(C)C)c1	-9%	.	-8%	-2%	-18%	2%	.	-1%	4
Cc1ccc(N(Cc2cc3ccccc3[nH]c2=O)C(=O)c2cccs2)cc1	0%	-1	-3%	-7%	-6%	-2%	0.0	-13%	-5
CC(C)(C)c1ccc(C(=O)c2c[nH]c(C(=O)NCC3CCCO3)c2)cc1 (stereo not given)	-5%	-13	10%	-6%	19%	-10%	-0.9	1%	-4
COc1cccc(N2C(=O)C(CC(=O)Nc3ccccc3)N(CCc3sccc3C)C2=O)c1 (stereo not given)	-4%	.	-1%	6%	11%	-20%	0.4	-3%	3
Cc1nn(-c2ccc(N3CCCC3)nn2)c(C)c1CCC(=O)N1CCN(c2ccc(F)cc2)CC1	3%	.	-3%	-4%	-14%	3%	-0.1	-2%	2
CCc1ccc(S(=O)(=O)Nc2c(C)nc3nc[nH]n3c2=O)cc1	5%	5	-3%	1%	15%	-9%	0.8	3%	-1
O=C(NC(=S)NNC(=O)c1ccco1)c1ccc(Br)cc1	2%	9	2%	2%	-46%	28µM*	21	1%	-4
CCc1ccc(OCC2NCCc3cc(OC)c(OC)cc32)cc1 (stereo not given)	0%	-14	0%	0%	16%	?	0.5	-5%	-2
COCC(=O)Nc1cc(OC)ccc1OC	-2%	9	-2%	-10%	18%[11.4 µM]	0%	0.5	1%	-9
NNC(=O)c1sc2nc(N3CCOCC3)c3c(c2c1N)CCCC3	1%	2	0%	-3%	-16%	155%[activator]	-0.3	5%	0
CCOC(=O)c1ccc(NC(=O)CSc2nc(=O)n(CCN3CCOCC3)c3c2CCC3)cc1	-3%	5	-5%	5%	-22%	-14%	0.6	3%	0
COc1ccc(NC(=O)c2c(NCc3cccc(OC)c3)sc3c2CCC3)cc1	-20%	.	?	-1%	?	?	-0.8	-4%	1
CCOC(=O)c1c(-c2ncc(C(F)(F)F)cc2Cl)noc1C	-4%	8	-2%	8%	20%	6%	-0.2	-6%	-1
Nc1nc(-c2ccccc2)cc(N2CCCCC2)n1	?	2	0%	8%	-49%	-17%	0.4	-12%	-5
O=C(Nc1cccc2ccccc12)/C(=C/c1cccc([N+](=O)[O-])c1)NC(=O)c1cccs1	0%	6	-2%	-7%	5%	-1%	-1.1	3%	-15
CCOC(=O)N1CCN(C(=O)c2cc(OC)c(OC)c(OC)c2)CC1	-1%	.	-3%	-1%	2%	0%	.	-1%	-3
Cc1cc2c(cc1C)C(c1cc(Br)ccc1F)CC(=O)N2 (stereo not given)	-31%	10	-4%	2%	-6%	-18%	0.3	-23%	0
CC1CCN(c2csc3ccc(F)cc3c2=O)CC1	0%	.	-3%	10%	-4%	3%	1.1	-4%	-7
Cc1cccc(N(Cc2ccc(Cl)cc2)S(C)(=O)=O)c1	-2%	5	-5%	6%	0%	-3%	-0.1	?	5
Cc1cc(C)c[n+](C[n+]2cc(C)cc(C)c2)c1	0%	-5	-1%	-2%	18%	-2%	1.2	0%	-9
O=C(CSc1nc2c(c(=O)n1-c1ccc(Cl)cc1)SCC2)N1CCCC1	-2%	-5	-3%	-20%	21%	-12%	-0.1	-8%	-17
O=C(CSc1nc(-c2ccco2)cc(C(F)(F)F)n1)N1CCc2ccccc2C1	1%	-10	-4%	-9%	-25%	?	-0.4	0%	3
CCCS(=O)(=O)c1nc(S(=O)(=O)c2ccc(C)cc2)c(N2CCC(O)CC2)s1	-1%	10	-2%	-3%	-15%[56.9 µM]	0%	0.0	0%	-12
COc1ccc(-n2ncc3c(=O)n(CC(=O)NC(C)C)cnc32)cc1	2%	-10	-1%	5%	16%	-8%	0.9	-8%	0
CCOC(=O)CNc1c(-c2ccc(O)cc2)nc2ccc(Cl)cn12	-1%	8	5%	-7%	-25%	?	-0.8	-13%	-7
O=c1cc(CN2CCCCCCC2)c2c(ccc3ccccc32)o1	-8%	.	-3%	.	.	?	.	.	0
Cc1cc(C)n2nc(C(=O)OCC(=O)N3CC(C)CC(C)C3)nc2n1 (stereo not given)	3%	-7	-6%	-7%	-3%	-2%	1.3	-13%	0
COC(=O)c1cccc2c1-c1ccccc1/C2=N/O	1%	-10	-6%	-14%	2%	?	-2.4	0%	-3
NC(c1ccccc1)c1csc(NC(=O)Nc2cccc(C(F)(F)F)c2)n1 (stereo not given)	-6%	.	-14%	.	.	?	.	.	-20
CCN(CC)C(=O)C1=C(C)N(Cc2ccc(OC)cc2)C(=O)C(CC(=O)NC2CC2)C1 (stereo not given)	-1%	.	0%	.	.	-8%	.	-5%	-2
CC1=C(C(=O)N2CCOCC2)C(c2ccccc2F)NC(=O)N1 (stereo not given)	2%	3	-5%	-9%	0%	?	3.6	4%	-8
CN(Cc1ccc(Cl)cc1Cl)C(=O)C1CC(=O)N(Cc2ccco2)C1 (stereo not given)	-1%	.	-4%	.	.	?	.	-4%	2
O=C(O)COc1ccc(NC(=O)c2ccc(NC(=O)c3ccco3)cc2)cc1	0%	-14	3%	5%	-19%	-9%	9.9	4%	-12
COc1ccc(C2C(C#N)=C(N)Oc3cc(C)[nH]c(=O)c32)c(OC)c1OC (stereo not given)	-6%	12	-3%	5%	-12%	?	1.8	-7%	-11
Cc1cc(C)nc(N(C#N)Cc2ccccc2Cl)n1	-6%	-4	0%	11%	-19%	7%[57.4 µM]	-1.6	1%	0
C/C(=N\NC(=S)Nc1ccc(F)cc1)C1CC1	?	0	-1%	.	-15%	?	-0.3	-5%	4
CNCc1ccccc1Sc1ccc(O)c(O)c1	?	8	-14%	.	-29%	3%	0.2	?	42
O=C(COC(=O)C1CC2C=CC1C2)Nc1ccc2c(c1)OC(F)(F)O2 (stereo not given)	-4%	.	2%	0%	20%	?	.	-5%	-7
CCOc1ccc(C(=O)/C=C/c2cn(CN3CCN(C)CC3)c3ccccc23)cc1	1%	9	10%	2%	-5%	-21%	0.2	-22%	-6
Going on with the list:
SMILES	Vif-APOBEC3G blk	D2 antagonist	GRP78 ERSR act	ERG-DNA inh	RGS4 inh	ALOX12 inh	D2 ag	Vif-A3F inh	LDHA inh
COc1ccc(S(=O)(=O)Cc2ccc(C(=O)N3CCCC3)o2)cc1	2%	-22	-3%	-1%	3%	11%	-1.6	-5%	-1
Cc1ccc(S(=O)(=O)N(C)C[C@@H]2Oc3c(NS(C)(=O)=O)cccc3C(=O)N([C@H](C)CO)C[C@@H]2C)cc1	-1%	.	-1%	-1%	2%	-6%	.	-4%	-4
Cc1cccc(NC(=S)N/N=C/c2c[nH]c3ccccc23)c1	?	-7	6%	7%	-1%	?	-0.9	-2%	5
O=C(CCS(=O)(=O)c1ccc(Cl)cc1)NCCC1=CCCCC1	1%	-9	-3%	-15%	9%	0%	-1.9	-2%	-6

Screens from PubChem BioAssay.
